High-throughput results deposited in PubChem BioAssay by National Center for Advancing Translational Sciences (NCATS).
JMJD2A Tudor: blocks the human JMJD2A Tudor domain. actives 4.4% (n = 390,000). O75164. AlphaScreen JMJD2A-Tudor / H3K4me3 peptide binding. Potency, µM (series often up to 114 µM), for inactives: at the highest dose activity change, negative = inhibition, usual class: inhibitors; further: potency means the concentration at half of the fitted maximal effect; on the % scale 0 is the no-effect control and ±100 the full control effect; nearly all actives have a fitted effect of over 50% in size
HP1b binding inh: HP1-beta chromodomain-methylated histone interaction inhibition. actives 0.56% (n = 390,000). AlphaScreen HP1-beta / biotin-H3K9me3 peptide binding. P83916. Potency, µM (top dose mostly 114 µM), without a hit: at the highest dose activity change, negative = inhibition, most hits filed as inhibitors; further: potency means the concentration at half of the fitted maximal effect; nearly all actives have a fitted effect of over 70% in size; inactives centre near 23
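AlphaScreen: HP1-beta (50 nM) preformed 30 min with biotin-H3(1-18)K9me3 peptide (50 nM) in PBS pH 7.4, 0.01% Tween-20. Compound added for 30 min at RT, then streptavidin donor/nickel chelate acceptor beads (10 ug/mL) for 30 min.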
RGS4 inhibitor: inhibitors of human regulator of G protein signaling 4; Transcreener GDP fluorescence polarization, RGS4-accelerated GTP hydrolysis; Potency, µM (series often up to 114 µM), for inactives: top-dose activity change, negative = inhibition, most hits filed as inhibitors; actives 0.039% (n = 390,000); AID 504845; P49798; further: potency means the concentration at half of the fitted maximal effect; on the % scale 0 is the no-effect control and ±100 the full control effect; nearly all actives have a fitted effect of over 75% in size; some results filed as inactive show a strong effect at the top dose
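MLSMR compounds (23 nl, pin-transferred) preincubated 10 min at room temperature with a 500nM (2x) first reagent, then RGS4 at 900nM (2x) plus Transcreener GDP mix added; fluorescence polarization (620/688 nm) read before and after 90 min at 30 °C.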
ERG-DNA inh: inhibitors of human ERG Ets domain-DNA interaction. fluorescence polarization, His-ERG Ets domain / labelled DNA. Potency, µM (doses to about 76.9 µM), for inactives: at the top dose FP activity, negative = inhibition, usual class: inhibitors. actives 0.028% (n = 370,000). AID 624246; active means well fitted inhibition curve with a large enough effect in the polarisation, with a control signal flat; inconclusive means small, poorly fitted or top-dose-only effect, or effect the other way, or a change in a side signal; inactive means no such curve, though single readings can be large or run the other way; the % refers to the polarisation;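 further: polarization taken with two DNA probes labelled with fluorescein and Texas red; potency means the concentration at half of the fitted maximal effect; % of control where 0% means no effect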
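His-tagged ERG Ets domain (1 uM in the protein solution; 300mM KCl, 50mM Tris-HCl, 1mM EDTA, 1mM DTT, pH 7.5) received compound, then a probe mix of 5 nM fluorescein-DNA and 100nM Texas-615-DNA. Fluorescence polarization was read for both dyes.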
G9a inh: blocks human histone lysine methyltransferase G9a. Potency, µM (titrated, usually from 102 µM), for inactives: at the highest dose activity, negative = inhibition, hits mostly inhibitors. actives 8.8% (n = 350,000). G9a H3K9 monomethylation, AlphaScreen, 2 h; further: potency means the concentration at half of the fitted maximal effect; on the % scale 0 is the no-effect control and ±100 the full control effect; nearly all actives have a fitted effect of over 75% in size
Target sequence (Q96KQ7 913-1193 limits assumed): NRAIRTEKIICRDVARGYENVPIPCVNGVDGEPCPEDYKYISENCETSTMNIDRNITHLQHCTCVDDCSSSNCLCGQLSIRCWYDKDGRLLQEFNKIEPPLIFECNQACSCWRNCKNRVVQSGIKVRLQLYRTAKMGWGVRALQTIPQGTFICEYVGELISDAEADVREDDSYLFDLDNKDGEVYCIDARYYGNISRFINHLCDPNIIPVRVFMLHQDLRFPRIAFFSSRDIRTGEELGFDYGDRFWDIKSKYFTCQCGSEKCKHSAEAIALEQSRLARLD
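AlphaScreen read-out: biotin-H3K9 peptide (500 nM) methylation by 20 nM enzyme with 20 uM SAM, 2 h at room temperature after 15 min compound preincubation; anti-monomethyl H3K9 antibody plus donor/acceptor beads, 10 min dark.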
BAZ2B block: blocks human BAZ2B; AlphaScreen BAZ2B-H3K14Ac peptide displacement; actives 4.4% (n = 360,000); Potency, µM (doses to about 114 µM), inactives show at the top dose activity change, negative = inhibition, most hits filed as inhibitors; further: potency means the concentration at half of the fitted maximal effect; on the % scale 0 is the no-effect control and ±100 the full control effect; nearly all actives have a fitted effect of over 60% in size
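BAZ2B (50 nM) with biotin-H3(5-23)K14Ac peptide (50 nM) in PBS pH 7.4, 0.01% Tween-20, preformed 30 min, then compound 30 min at room temperature; top concentration 110uM. AlphaScreen streptavidin donor/nickel chelate acceptor beads (10 ug/mL final), 20 min dark, signal read.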
12-LOX inh: inhibitors of human 12S-lipoxygenase ALOX12 | P18054 | purified 12hLO, xylenol orange hydroperoxide absorbance | Potency, µM (top dose mostly 108 µM), inactives show at the highest dose activity change, negative = inhibition, most hits filed as inhibitors | actives 1.1% (n = 580,000); further: potency means the concentration at half of the fitted maximal effect; on the % scale 0 is the no-effect control and ±100 the full control effect
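Purified human 12hLO at 150 nM in 25 mM Hepes, 0.01% Triton X-100, pH 7.0, preincubated 15 min at room temperature with compound. Reaction started with 40 uM arachidonic acid, 30 min at room temperature. Hydroperoxide measured by Fe-xylenol orange, 573/405 nm absorbance ratio.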
PI4K2A inh: blocks human PI4K2A kinase activity; purified PI4K2A, ADP-Glo luminescence, 1 h; stronger effect = lower value; activity change, negative = inhibition, % at 76.9 µM; actives 0.13% (n = 420,000); in the data active means activity change below about -50%; inconclusive means mostly about -30% to -49%;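 further: -100% = wells without enzyme as full effect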
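Compounds are screened against recombinant PI4K2A using PI as substrate and ATP, the latter dispensed at 300 microM. Reactions run one hour at ambient temperature before ADP-Glo detection; full inhibition defined by wells lacking enzyme.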
GLS inhibitor: glutaminase GLS (human) inhibition. Potency, µM (series often up to 45.5 µM), for the others: at the top dose activity change, negative = inhibition, hits mostly inhibitors. AID 624170. actives 0.21% (n = 410,000). GLS enzymatic activity, qHTS titration; further: potency means the concentration at half of the fitted maximal effect; on the % scale 0 is the no-effect control and ±100 the full control effect
Target sequence (O94925 whole entry, looked up): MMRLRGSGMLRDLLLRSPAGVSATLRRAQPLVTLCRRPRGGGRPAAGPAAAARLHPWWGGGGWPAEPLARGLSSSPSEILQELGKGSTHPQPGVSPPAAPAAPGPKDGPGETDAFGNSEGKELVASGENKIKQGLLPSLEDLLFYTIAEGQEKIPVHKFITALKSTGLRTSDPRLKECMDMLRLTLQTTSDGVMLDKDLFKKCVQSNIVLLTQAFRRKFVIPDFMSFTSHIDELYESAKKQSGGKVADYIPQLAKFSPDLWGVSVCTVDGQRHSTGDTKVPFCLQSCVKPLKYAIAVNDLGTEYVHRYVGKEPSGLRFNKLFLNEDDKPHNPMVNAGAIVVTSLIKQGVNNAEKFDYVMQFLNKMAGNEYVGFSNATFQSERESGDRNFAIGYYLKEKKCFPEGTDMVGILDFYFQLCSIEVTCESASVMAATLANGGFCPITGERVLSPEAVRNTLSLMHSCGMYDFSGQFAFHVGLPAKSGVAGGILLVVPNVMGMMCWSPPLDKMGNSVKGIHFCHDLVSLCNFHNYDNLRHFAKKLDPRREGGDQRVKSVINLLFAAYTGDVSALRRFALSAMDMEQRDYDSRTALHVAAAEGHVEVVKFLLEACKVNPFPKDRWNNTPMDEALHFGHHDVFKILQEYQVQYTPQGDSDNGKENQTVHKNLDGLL
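Assay buffer: 45 mM KH2PO4 pH 8.2, 0.02% Tween-20. hKGA acts on L-glutamine (1 mM solution added); product glutamate is reported by an oxidase/peroxidase Amplex Red coupling, with fluorescence taken at baseline and 30 min.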
Starred values were filed as active, the others as inactive; ? = inconclusive; . = no result given; & = joins results of further samples; ! = repeats disagree; [ ] = remark or other dose. Unless noted, the call rests on the fitted dose curve; in most records, active means well fitted curve in the direction sought with a large enough effect; inconclusive means small, poorly fitted or top-dose-only effect, or another doubt; inactive means no such curve, though single readings can be large; an effect the other way counts as inactive or inconclusive. These rows are one share of the data, so the mix of outcomes need not match the whole.

Preview, 3 compounds:
SMILES	JMJD2A Tudor	HP1b binding inh	RGS4 inhibitor	ERG-DNA inh	G9a inh	BAZ2B block	12-LOX inh	PI4K2A inh	GLS inhibitor
CC(C)(CNCc1ccccc1)NS(=O)(=O)c1ccccc1	2.1%	19.3%	1.0%	8.0%	.	.	-5.3%	-0.3	-4.1%
Cc1ccc2nc(-c3ccc(O)cc3)c(Nc3ccc4c(c3)OCO4)n2c1	-18.0%	20.2%	-22.0%	-2.0%	3.55µM*	.	?	-0.7	28.8%
CSCC(=O)N1CCCC(CNC(=O)c2ccc(-c3ccccc3)cc2)C1 (stereo unspecified)	-20.7%	15.3%[57 µM]	-8.6%	-10.4%	.	?	0.5%	-5.8	-1.7%

Main list (from the top)
SMILES	JMJD2A Tudor	HP1b binding inh	RGS4 inhibitor	ERG-DNA inh	G9a inh	BAZ2B block	12-LOX inh	PI4K2A inh	GLS inhibitor
CC(C)(CNCc1ccccc1)NS(=O)(=O)c1ccccc1	2.1%	19.3%	1.0%	8.0%	.	.	-5.3%	-0.3	-4.1%
Cc1ccc2nc(-c3ccc(O)cc3)c(Nc3ccc4c(c3)OCO4)n2c1	-18.0%	20.2%	-22.0%	-2.0%	3.55µM*	.	?	-0.7	28.8%
CSCC(=O)N1CCCC(CNC(=O)c2ccc(-c3ccccc3)cc2)C1 (stereo unspecified)	-20.7%	15.3%[57 µM]	-8.6%	-10.4%	.	?	0.5%	-5.8	-1.7%
CCc1c(C)c2ccc(OCC(N)=O)cc2oc1=O	-6.0%	29.4%	9.9%	-10.4%	21.0%[59 µM]	7.8%	0.0%	-0.5	-5.0%
CCOC(=O)c1ncn2c1[C@@H]1CCNC1C(=O)c1cc(OC)ccc1-2 (stereo partly specified)	-4.1%	10.2%	-7.1%	-11.3%	-22.0%[59 µM]	8.2%	1.4%	-2.3	-5.2%
Cc1nn(CC(C)C)c(=S)[nH]c1=O	-3.0%	30.8%	13.2%	-3.3%	-22.8%[59 µM]	-2.3%	?	2.7	3.0%
COc1cc(CN2CCN(S(=O)(=O)c3ccc(F)cc3)CC2)cc(OC)c1OC	7.94µM*	?	1.2%&-9.0%	-4.1%	7.94µM*!	4.5%	?	0.8&-6.2	-9.9%&-13.4%
CC(C)C(=O)Nc1cccc(C(=O)NCc2ccc3c(c2)OCO3)c1	-17.2%	-1.0%	6.9%	-1.8%	?	11.8%	8.9%	-2.5	1.6%
O=c1cc(CN2CCN(Cc3ccccc3)CC2)c2cc(Cl)ccc2o1	-20.5%	34.7%	-27.1%	-5.1%	44.7µM*	6.9%	0.0%&-13.3%	1.3	-6.6%
Cc1ccc(NS(=O)(=O)N(C)C)cc1	-13.2%	20.5%	6.4%	-5.2%	15.9%[59 µM]	0.8%	310.8%[activator]	-5.6	18.3%
CCN1CCN(Cc2ccc(NC(=O)c3ccc(C)c(NC(=O)c4cccc5[nH]ccc45)c3)cc2C(F)(F)F)CC1	?	5.6%	14.9%	-0.5%	?	?	?	-4.8&-7.1	2.8%&4.5%
COc1ccccc1NC(=O)Cn1c(=O)n(-c2cccc(C)c2)c(=O)c2c1c1cc(C)ccc1n2C	-17.0%	29.3%	-4.0%	5.7%	4.9%[59 µM]	6.6%	-1.9%	0.4	7.3%
O=C(Nc1ccccc1C(=O)NCc1ccc(Cl)cc1)c1ccco1	-12.1%	12.7%	3.9%	.	-10.5%[12.7 µM]	4.7%	23.0%	-1.1	16.2%
CCCn1c(SCC(=O)Nc2cc(Cl)ccc2OC)n[nH]c1=O	-13.2%	15.0%	3.3%	-5.8%	.	-24.6%	0.5%	-2.8	12.1%
COC(=O)c1c(NC(=O)CS(=O)(=O)c2ccc(C)cc2)sc2c1CCCCC2	-24.7%	-6.7%	6.0%	-1.6%	-28.8%[59 µM]	-12.2%	-12.5%	3.6	-8.1%
CCOc1ccccc1CNC(=O)C1=C(C)C(=O)OC12CCN(C(C)=O)CC2	6.3%	35.5%	-24.5%	1.9%	0.5%[59 µM]	6.6%	-10.1%	0.1	0.2%
O=[N+]([O-])c1nc2ccccc2[nH]1	-23.6%	11.9%	16.2%	3.2%	.	.	?	5.5	2.5%
Cc1cc(C)c(C#N)c(N2CCCC(C(N)=O)C2)n1 (stereo unspecified)	-7.6%	5.5%	0.7%	-4.7%	-4.9%[59 µM]	2.4%	0.0%	-6.1	6.6%
COC(=O)[C@H](CC(C)C)NC(=O)Cn1cnc2c(NCc3ccccc3)ncnc21	-3.6%	34.6%	6.9%	2.0%	.	.	19.5%	3.8	-12.3%
O=c1c2ccccc2nc(COc2ccccc2)n1/N=C/c1c[nH]c2ccccc12	-11.0%	11.3%	-39.5%	-0.1%	-1.5%	2.1%	-9.1%	2.8	7.0%
Cc1cc(C)cc(N=C2NC(=O)/C(=C/c3cccs3)S2)c1	-30.7%	2.4%	17.1%	-1.7%	?	-27.9%	?	-0.7	1.0%
CCCNC(=O)C(Cc1ccc(C(F)(F)F)cc1)NC(=O)c1ccc(C#N)cc1 (stereo unspecified)	-21.8%	19.5%	5.1%	3.8%	23.1%[2.33 µM]	6.4%	3.5%	2.1	0.1%
CCCn1c(SCc2nc(-c3ccccc3OCC)no2)nnc1-c1ccc(Cl)cc1	-16.3%	26.5%	2.4%	0.9%	-41.7%[59 µM]	-3.4%	-12.1%	-4.5	0.0%
CCc1ccc(C(=O)c2cn(CC(=O)Nc3cccc(OC)c3)c3cc4c(cc3c2=O)OCO4)cc1	-21.2%	35.6%	4.1%	-7.4%	-1.0%[59 µM]	-1.2%	-17.1%	4.0	-7.8%
CCOC(=O)c1ccc(N2C(=O)c3n[nH]c(-c4ccco4)c3C2c2ccc(O)cc2)cc1 (stereo unspecified)	?	-27.4%	-10.3%	1.0%	17.8µM*	.	?	1.2	14.5%
CN(C)/C=N/c1ncc(C(=O)c2ccc(Cl)cc2)s1	0.0%	53.5%[activator]	2.6%	-11.8%	27.8%[59 µM]	3.1%	0.0%	-3.4	-5.5%
Cc1ccc(S(=O)(=O)N2CCCCC2)cc1NC(=O)CCNC(=O)c1ccc([N+](=O)[O-])cc1	-9.7%	43.4%[activator]	6.2%	-2.0%	8.4%[0.501 µM]	7.0%	-26.2%	-0.8	-7.6%
O=C(/C=C/c1ccco1)NC(=S)Nc1nc(-c2ccc(Cl)cc2)cs1	-30.8%	33.8%	-51.6%	0.5%	0.7%	6.8%	?	-3.8	0.9%
COc1ccccc1CNC(=O)CC(c1ccc(OC)c(OC)c1)N1Cc2ccccc2C1=O (stereo unspecified)	-17.9%	-2.1%	23.0%	-0.9%	-3.5%[59 µM]	-9.8%	-15.0%	-3.8	-3.7%
O=C(NCc1ccc(Cl)cc1)C1CCN(c2nn3cc(-c4ccc(F)cc4)nc3s2)CC1	-16.8%	13.2%	7.2%	-1.6%	3.8%[59 µM]	2.1%	-17.2%	1.0	0.2%
Cc1cc(C)c2nc(SCC(=O)Nc3ccc(S(=O)(=O)N4CCCC4)cc3)c(C)cc2c1	0.0%	27.6%	-8.9%	1.3%	-3.0%[2.33 µM]	-13.5%	?	-3.5	.
Cc1ccc(-c2nnn(CC(=O)N(CC(=O)NC3CCCC3)c3cnc4ccccc4c3)n2)o1	-12.2%	19.5%	-4.9%	2.8%	-38.3%[12.7 µM]	-5.7%	-12.9%	4.9	-0.5%
Cc1cc(C)c(C)c(S(=O)(=O)N2CCCN(C)CC2)c1C	-12.7%	2.0%	9.8%	-2.3%	?	0.3%	-14.6%	-1.3	0.0%
Cc1cccc(NC(=S)N2CCCN(c3ncccc3[N+](=O)[O-])CC2)c1	?	-20.2%	-30.3%	1.7%	.	?	87.2%[activator]	-1.0	110.4%[activator]
COC(=O)c1cnc(N2CCN(c3ccc(F)cc3)CC2)c2ccccc12	0.0%	51.8%[activator][57 µM]	23.0%	1.4%	28.0%[59 µM]	10.9%	-20.7%	-5.6	-10.3%
COc1ccccc1/C=C/c1onc(C)c1S(=O)(=O)N1CCC(C(=O)N2CCC(C)CC2)CC1	-11.2%	14.8%	4.9%	2.8%	3.8%[59 µM]	2.7%	-29.2%	-0.6	-3.4%
CC(C)(C)c1ccc(OCCC(=O)OCC(=O)Nc2ccc(N3CCOCC3)cc2)cc1	-11.0%	28.5%	-8.4%	-0.7%	44.7µM*	9.2%	?	-1.9	-9.5%
O=C(CCNC(=O)c1ccc([N+](=O)[O-])cc1)N/N=C/c1ccc(F)cc1	-3.4%	62.4%[activator]	-14.3%	1.2%	-30.5%	-5.6%	-27.3%	6.0	-5.0%
Cn1c(=O)c2c(SCC(=O)Nc3ccccc3C(F)(F)F)nc(C3CCCC3)nc2n(C)c1=O	-9.4%	24.3%[57 µM]	6.3%	4.7%	-1.3%[59 µM]	1.6%	1.6%	-1.2	1.1%
